# TNAP activation fold – human TNAP enzyme activators, primary screen, biochemical, luminescent, no phosphate acceptor, uHTS (AID 1001); purified TNAP, luminescent activation assay, no phosphate acceptor; higher activation fold means a stronger effect; activation fold at 20 µM; hits with a dose series show EC50 in µM; 200,000 compounds, 0.03% hits; in the data active = activation fold from about 3, or a potency from the dose series; inactive = the rest, 99 in 100 with activation fold below about 1.6; also: many of its hits are not listed in these tables
# RSV antiviral HEp-2 – RSV antiviral activity via CPE protection, HEp-2 cells, primary 10 µM value included (AID 2391); 310,000 compounds, 0.13% hits; CPE inhibition, % at 10 µM, or IC50 in µM where a hit was titrated; HEp-2 cells, RSV-induced CPE inhibition; higher % means a stronger effect; in the data active = a potency from the dose series; inconclusive = CPE inhibition mostly from about 23% at the one dose, without a potency; inactive = the rest, 99 in 100 with CPE inhibition below about 21%; also: strong numbers were not always called active
# PMI inhibitors – MPI enzyme activity inhibition – biochemical, fluorescence intensity, coupled assay, primary screen (AID 1209); purified PMI enzyme, coupled fluorescence intensity; higher % means a stronger effect; inhibition, % at 20 µM; hits with a dose series show IC50 in µM; 190,000 compounds, 0.42% hits;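 also: plate controls were DMSO vehicle for no effect and wells lacking substrate for full effect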
# M17LAP inhibition – P. falciparum M17LAP inhibitors, primary screen, biochemical, fluorogenic H-Leu-NHMec substrate, 1536-well (AID 1619) | recombinant M17LAP, H-Leu-NHMec fluorogenic kinetic assay; higher % means a stronger effect | 220,000 compounds, 0.38% hits | inhibition, % at 30 µM; hits with a dose series show IC50 in µM;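 active = compound inhibiting the enzyme by more than half at any dose during confirmatory dose-response retesting; inconclusive = strong single-dose inhibitors picked by rank but not retested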;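 also: plate controls were full reaction with DMSO carrier for no effect and no enzyme background for full effect; strong numbers were not always called active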
# T cell modulator – modulates CD8 T cell binding to vesicles; 2C CD8+ T cell-vesicle binding, flow cytometry; hits give low values; calls only at 7 µM; 330,000 compounds, 0.068% hits; AID 2052;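 active = response, share of CD8 T cells binding vesicles, and their 90th percentile fluorescence all below set limits, cut at about 80% in these data, passing the limit was not always enough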
#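 Benchmarks: naked versus QL9-loaded vesicles / Assay system: purified 2C TCR transgenic mouse naive CD8+ T cells / Technique: high-throughput flow cytometry with anti-B7-1 and anti-CD8 staining / Timing: Cell–vesicle co-incubation 1.5 h at 37 °C, staining 20 min on ice / Read-out: percent CD8+ FL2 mean versus row control / Probe or stimulus: QL9-loaded Drosophila micro-vesicles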
# human PMI inhibitors – MPI inhibition at elevated mannose 6-phosphate – biochemical, fluorescence intensity, high mannose 6-phosphate, primary screen (AID 1220); 190,000 compounds, 0.66% hits; recombinant PMI enzyme, coupled fluorescence intensity; higher % means a stronger effect; inhibition, % at 20 µM, or IC50 in µM where a hit was titrated
# K1F lysis inhibition – inhibition of K1F phage lysis, E. coli UTI89, bacterial capsule biogenesis inhibitors, alamar blue (AID 488966) | E. coli UTI89 K1F phage lysis, alamar blue, 2 h; higher % means a stronger effect | 340,000 compounds, 0.02% hits | inhibition, % at 100 µM, or IC50 in µM where a hit was titrated;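 active = phage lysis inhibition, versus mean bacterial control, above a set limit; inconclusive = no clear call, values can overlap the other calls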;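 also: capsule biogenesis inhibitors block K1F phage lysis so surviving cells raise fluorescence; higher fluorescence means more inhibition of phage lysis; actives were called in the ten point dose series up to 300 µM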
# West Nile antiviral – West Nile virus antiviral activity, cell-based, CPE readout (AID 1621); West Nile virus-infected cells, CPE inhibition; higher % means a stronger effect; one-dose CPE inhibition, % at 10 µM; IC50 in µM for titrated hits; 290,000 compounds, 0.02% hits; in the data active = a potency from the dose series; inconclusive = CPE inhibition mostly from about 3.7% at the one dose, without a potency; inactive = the rest, 99 in 100 with CPE inhibition below about 2.2%; also: strong numbers were not always called active
# P. falciparum M1AAP – malaria alanyl aminopeptidase activity blockers – biochemical, fluorogenic H-Leu-NHMec substrate, 1536-well (AID 1445); inhibition, % at 30 µM, or IC50 in µM where a hit was titrated; 220,000 compounds, 0.42% hits; recombinant M1AAP, H-Leu-NHMec fluorogenic kinetic assay; higher % means a stronger effect;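 active = primary inhibition above the hit cutoff, then over 50% inhibition at one or more dose response concentrations, cut at about 23% in these data, passing the limit was not always enough; inconclusive = conflicting primary data, or primary hits not chosen for dose response; inactive = low primary inhibition, or under 50% at every dose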;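 also: plate controls were DMSO full reaction for no effect and no enzyme background for full effect; strong numbers were not always called active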
# T cell modulator vesicle-bound % – further read-out of T cell modulator, marked with its call; double positive events, %; measured here: CD8+ vesicle-bound cell fraction;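 binding gate set so that unloaded-vesicle control wells show 10% double positive cells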
# Active calls of the source: *; i = inactive; ? = inconclusive; / = not tested or not shown; [ ] = another dose, or the depositor's remark. Rule as the data show it, unless noted: active = inhibition above about 50%; inactive = the rest. Outcome played no part in choosing rows; overall some 1.5% were active at least once.
SMILES,TNAP activation fold,RSV antiviral HEp-2,PMI inhibitors,M17LAP inhibition,T cell modulator,T cell modulator vesicle-bound %,human PMI inhibitors,K1F lysis inhibition,West Nile antiviral,P. falciparum M1AAP
Cc1cc(NC(=O)CSc2nnc(-c3ccncc3)n2-c2ccc(F)cc2)no1,1.1,-1.3%,-22%,-2%,i,37,-10%,3.9%,-0.6%,2%
Cc1ccc2c(CC(=O)Nc3sccc3C(N)=O)coc2c1,1,4.8%,-4%,6%,i,26,9%,0.0%,/,7%
CCCNC(=O)c1ccc(CNc2c(N3CCC(C(=O)OCC)CC3)c(=O)c2=O)cc1,1.1,-0.5%,-1%,4%,i,31,-4%,5.9%,0.1%,15%
COC(=O)Cc1c(O)ccn(C2CC2)c1=O,1.1,0.5%,-1%,2%,i,25,-2%,-0.8%,0.3%,1%
O=C(CNC(=O)[C@@H]1Cc2ccccc2CN1)Nc1ccc2c(c1)OCO2,/,1.5%,/,/,i,14,/,0.2%,-0.1%,/
COc1ccc(-c2cc3ncc(C(C)=O)c(C)n3n2)cc1,0.9,3.5%,/,1%,i,32,/,0.9%,-0.6%,0%
CO/N=C(/CNC(=O)c1ccc(F)cc1)c1ccc(Cl)cc1,1.1,-1.1%,1%,-1%,i,50,2%,0.2%,/,5%
Cc1ccccc1/C(N)=N/OC(=O)c1cccs1,1.1,0.3%,14%,-4%,i,5,15%,0.8%[50 µM],1.4%,4%
O=c1[nH]c2cc3c(cc2cc1CN(CCc1ccccc1)Cc1nnnn1C1CCCC1)OCCO3,1.1,/,-14%,-16%,/,/,-5%,/,-0.1%,10%
CC(=O)c1cccc(NC(=S)Nc2ccc(F)cc2)c1,/,-0.4%,/,/,i,64,/,0.2%,0.1%,/
Cn1c(SCC(=O)N2CCN(C(=O)c3ccco3)CC2)nnc1-c1ccc(NS(C)(=O)=O)cc1,1,0.0%,10%,11%,i,45,10%,1.2%,-0.2%,3%
Fc1cccc(Cc2noc(CN3CCCCC3CCc3ccccn3)n2)c1 (stereo not drawn),1,-0.4%,2%,-2%,i,17,-4%,0.1%,-0.9%,-9%
COc1ccccc1-c1nnc(NC(=O)C(C)SC2=NCCS2)s1 (stereo not drawn),1.1,3.7%,16%,18%,i,33,12%,-0.2%,-0.1%,8%
O=C(COC(=O)c1ccc(S(=O)(=O)N2CCCC2)cc1)Nc1ccc(F)cc1F,1.1,0.5%,-8%,-8%,i,52,-12%,0.2%,-0.3%,2%
COc1ccc2ccccc2c1/C=N/NC(=O)c1ccc([N+](=O)[O-])cc1,/,3.2%,/,/,i,53,/,0.2%,-0.8%,/
COc1ccc(CC2(CO)CCN(CC3=Cc4cc(Cl)ccc4OC3)CC2)cc1,1.1,5.2%,/,-10%,i,28,/,2.1%,-1.3%,-4%
O=C(CCCc1ccccc1)c1ccccc1,/,0.0%,/,/,i,26,/,-0.3%,-0.5%,/
COc1ccc(-c2nnc(COc3ccc4ccccc4c3)o2)cc1OC,1.1,?,13%,1%,i,50,9%,0.2%,-0.4%,0%
C/C(=N\NC(=S)NCc1ccccc1)c1ccc(Br)cc1,1.4,1.9%,12%,4%,i,40,10%,0.4%,-0.6%,-2%
COc1ccc(O)c(C2(O)C(=O)c3ccccc3C2=O)c1,/,0.9%,/,-7%,i,25,/,0.6%,0.1%,5%
CCOc1ccc(C2CC(=O)NC3=C2C(=O)CCC3)cc1 (stereo not drawn),1.1,0.0%,-3%,2%,i,1,-4%,0.4%,-0.2%,0%
COc1ccc(-n2c(SCC(=O)Nc3nccs3)nc3sc4c(c3c2=O)CCN(C)C4)cc1,1.1,1.9%,9%,9%,i,58,12%,-0.2%,-0.2%,-2%
Cc1ccc(-n2nnnc2CN2CCCCC2)cc1,1.1,1.0%,4%,-1%,i,44,-8%,-2.1%,0.0%,4%
O=C1CCCC2=C1C(c1ccco1)Nc1ccc3ccccc3c12 (stereo not drawn),1.1,2.6%,10%,7%,i,56,24%,1.2%,-0.4%,16%
CN(C(=O)COC(=O)c1ccc(=O)n(Cc2ccccc2)n1)c1ccccc1,1.1,-0.5%,-3%,-1%,i,24,-5%,-2.4%,0.8%,3%

# Additional compounds follow:
SMILES,TNAP activation fold,RSV antiviral HEp-2,PMI inhibitors,M17LAP inhibition,T cell modulator,T cell modulator vesicle-bound %,human PMI inhibitors,K1F lysis inhibition,West Nile antiviral,P. falciparum M1AAP
C#CCSc1n[nH]c(-c2ccco2)n1,/,-1.7%,/,1%,i,18,/,2.1%,-0.6%,-1%
CCOC(=O)CCC(NC(=O)CCCCCCCC(=O)NC(CCC(=O)OCC)C(=O)OCC)C(=O)OCC (stereo not drawn),1.2,-0.2%,11%,-2%,i,30,3%,-0.4%,0.4%,-6%
O=C(CSC(=S)N1CCOCC1)Nc1ccc(S(=O)(=O)Nc2ncccn2)cc1,/,2.1%,/,/,i,16,/,0.1%,0.1%,/
CCOC(=O)C(C)NC(=O)CCc1nnc2ccc(N3CCC(C)CC3)nn12 (stereo not drawn),/,1.3%,/,/,i,14,/,0.3%,1.2%,/
COc1ccc(NC(=O)N2CCN(C(=O)Nc3ccc(OC)cc3)CC2)cc1,/,-0.6%,/,-5%,i,30,/,-0.2%,-0.1%,3%
CNC(=S)N(CCc1c(C)[nH]c2ccc(C)cc12)Cc1cccnc1,/,1.4%,/,/,i,35,/,0.3%,-1.2%,/
CCCN(CCC)c1nc(Cl)nc(NCc2ccco2)n1,1.1,1.3%,15%,7%,i,37,-7%,0.6%,-0.6%,2%
CCN(CC)CCCC(C)NC(=O)c1cc(=O)c2ccccc2o1 (stereo not drawn),1.1,-1.7%,-11%,9%,i,55,-11%,0.1%,-0.1%,3%
O=C(CSc1nc(O)c(C2CCCCC2)c(=O)[nH]1)Nc1ccc(F)cc1,/,-0.1%,/,/,i,39,/,-0.2%,-0.4%,/
COc1ccc(C(=O)Nc2ccc3ccccc3n2)c(OC)c1OC,/,1.8%,/,/,i,53,/,1.2%,-0.6%,/
CN(C)S(=O)(=O)c1cccc(NC(=O)CN2C(=O)C3C4C=CC(C4)C3C2=O)c1 (stereo not drawn),1.1,1.3%,2%,12%,i,56,4%,1.6%,-0.3%,1%
COc1ccc(NC(=O)CCCCn2c(=O)[nH]c3ccccc3c2=O)cc1,1,2.1%,2%,-6%,i,17,9%,2.5%,0.1%,8%
N#Cc1cn(CC(=O)O)c2ccccc12,1,0.6%,-11%,-11%,i,26,-13%,1.5%,/,-7%
COc1ccc(OC)c(C2C(C(C)=O)=C(C)Nc3ncnn32)c1 (stereo not drawn),/,3.2%,/,/,i,25,/,-0.4%,-0.1%,/
COc1ccc(C)cc1S(=O)(=O)N1CCC(C(=O)N2CCOCC2)CC1,1.1,2.0%,4%,-4%,i,58,1%,-0.2%,-0.5%,-1%
CCc1ccc(NC(=O)NCc2ccccn2)cc1,/,0.9%,/,/,i,64,/,0.0%,-0.3%,/
CCc1c(O)nc(SCC(=O)Nc2ccccc2C)[nH]c1=O,1.1,0.8%,4%,22%,i,38,-3%,6.4%,-0.2%,4%
O=C(CCCCCCN1C(=O)c2ccccc2C1=O)NC1CCCCC1,1,3.8%,-4%,-18%,i,42,-7%,-1.1%,1.0%,1%
CC(C)(C)c1ccc(C(=O)NCCCNC(=O)c2cccnc2)cc1,/,6.2%,/,/,i,9,/,0.3%,-0.6%,/
O=C1NC(c2ccccc2)=NC1(NS(=O)(=O)c1ccc(Cl)cc1)C(F)(F)F (stereo not drawn),1.1,1.5%,-9%,10%,i,45,1%,0.7%,-0.4%,6%
COc1cccc(CN(C)C(=S)Nc2ccc(C)c(C)c2)c1,1,5.4%,9%,6%,i,46,8%,0.2%,-1.1%,2%
CC(C)N(Cc1ccc(F)cc1)C(=O)c1cc2ccccc2oc1=O,/,6.4%,/,/,i,64,/,0.7%,-0.3%,/
COC(=O)c1ccccc1NC(=O)c1ccccc1SC,1,-0.2%,10%,-6%,i,23,2%,0.5%,0.6%,4%
Nc1ccc(C#Cc2ccc3sc4ccccc4c(=O)c3c2)cc1,/,2.3%,/,/,i,10,/,-0.2%,-0.7%,/
COc1ccc(N2C(=O)N(Cc3ccccc3F)c3ccccc3S2(=O)=O)cc1,1.2,/,7%,3%,/,/,-1%,/,-0.4%,-1%

# Next section, starting with the last 3 of the part before.
SMILES,TNAP activation fold,RSV antiviral HEp-2,PMI inhibitors,M17LAP inhibition,T cell modulator,T cell modulator vesicle-bound %,human PMI inhibitors,K1F lysis inhibition,West Nile antiviral,P. falciparum M1AAP
COC(=O)c1ccccc1NC(=O)c1ccccc1SC,1,-0.2%,10%,-6%,i,23,2%,0.5%,0.6%,4%
Nc1ccc(C#Cc2ccc3sc4ccccc4c(=O)c3c2)cc1,/,2.3%,/,/,i,10,/,-0.2%,-0.7%,/
COc1ccc(N2C(=O)N(Cc3ccccc3F)c3ccccc3S2(=O)=O)cc1,1.2,/,7%,3%,/,/,-1%,/,-0.4%,-1%
COc1ccc([C@H]2C=C3CN(C(=O)OC(C)(C)C)S(=O)(=O)[C@H]3C[C@H]2OC(=O)c2ccc(C(F)(F)F)cc2)cc1,/,-2.9%,/,-7%,i,25,/,0.7%,-0.1%,3%
O=C1NN=C(c2ccc(Cl)cc2)CC1c1cccc(Cl)c1 (stereo not drawn),1,23%,11%,-2%,i,14,7%,-0.1%,0.9%,8%
COc1ccc(CC(=O)NC(=S)NNC(=O)COc2c(C)cccc2C)cc1,1.1,0.5%,7%,1%,i,39,6%,4.9%,-0.3%,-15%
CCOC(=O)N1CCC(NC(=O)Cn2cc3c(n2)CCC(C)C3)CC1 (stereo not drawn),1,0.5%,-6%,0%,i,49,-3%,1.6%,-0.3%,7%
O=C(CSc1ccsc1[N+](=O)[O-])NCc1ccco1,1.1,0.9%,9%,-5%,i,55,7%,-0.4%,-0.3%,3%
COC(=O)c1cccc(C23CC4(C2)[C@H](CN(C)[C@@H]4c2ccccc2)C3c2ccccc2)c1 (stereo partly drawn),/,-1.4%,/,6%,i,52,/,0.1%,-1.1%,1%

# Compound activity from PubChem.
